Source: PubChem BioAssay
FN deposit inh = fibronectin deposition inhibition | AH1F fibroblasts, Alexa488-fibronectin deposition fluorescence, overnight | inhibition, % at 12.6 µM | 350,000 tested, 0.086% active | AID 743247;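 active = mean inhibition across replicates of 30% or more, regardless of how many single replicates reach that level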;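 note: positive control wells lacked labelled fibronectin entirely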
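Assay system: AH1F fibroblasts assembling fluorescent fibronectin matrix; Amount: 10000 AH1F cells per well; Buffer or medium: DMEM, 2% serum; Probe or stimulus: Alexa488-fibronectin, 24 nM final in well; Doses: single compound dose, delivered by pin transfer; Incubation: 1 h adhesion, overnight exposure; Measured by: fluorescence 485/525 nm; Read-out: fibronectin deposition inhibition.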
miR122 inh = blocks miR-122 activity in Huh7 sensor cells; Huh7 miR-122 Renilla luciferase sensor, 48 h; neutral wells = 0, positive control = 100; activation (reporter increase), % at 12.5 µM; 340,000 tested, 0.3% active; AID 602342;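 active = mean replicate activation score at least 90 and every replicate individually at or above 90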;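 note: higher luciferase means less miR-122 activity so hits act as miR-122 inhibitors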
PAX8 inh HTS = PAX8 transcriptional activity inhibition | 360,000 tested, 1.2% active | RMG-I TPO-luciferase reporter, SteadyGlo, 24 h | inhibition, % at 12.6 µM | AID 652154;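 active = mean replicate inhibition at least 60% with every replicate also reaching 60%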;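 note: luciferase light reporting Pax8 driven TPO promoter activity; plate controls were median of neutral control wells for no effect and mitoxantrone controls for full effect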
PGC1a acetyl inh = PGC1a acetylation modulation, inhibitor mode; U2OS PGC1a acetylation, AlphaScreen anti-acetyl-lysine; with virally co-expressed GCN5 acetyltransferase; inhibition, % at 15.6 µM; 350,000 tested, 0.17% active;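 active = every replicate shows inhibition of at least 40%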;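 note: 0% = neutral control wells and 100% = positive control wells; some results beyond the cut were filed as inactive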
LGR2 antag = blocks bursicon-induced cAMP signaling via Drosophila LGR2; inhibition, % at 9.99 µM; 380,000 tested, 0.35% active; AID 720647; HEK293 LGR2, CRE-luciferase, bursicon-stimulated, 4 h;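 active = drop in luminescence signal, shown as inhibition above about 50% in the replicate tests, limit read from the data, passing the limit was not always enough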;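 note: agonist challenge used bursicon conditioned medium at about half maximal strength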
Casp6 inh = blocks human caspase-6 cleavage activity; P55212; purified caspase-6, Z-VEID-R110 cleavage fluorescence; inhibition, % at 12.5 µM; 350,000 tested, 0.53% active; AID 686996;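 active = mean inhibition across replicates at least about 35%, with every replicate also reaching that limit, limit read from the data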;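 note: 0% = median of neutral control wells and 100% = no fluorescence left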
Target sequence (P55212 24-179 limits assumed): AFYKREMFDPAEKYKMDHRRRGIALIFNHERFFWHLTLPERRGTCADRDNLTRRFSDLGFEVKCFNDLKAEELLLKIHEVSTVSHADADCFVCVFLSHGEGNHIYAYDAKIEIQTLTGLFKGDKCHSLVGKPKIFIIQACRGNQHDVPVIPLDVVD
Target sequence (P55212 194-293 limits assumed): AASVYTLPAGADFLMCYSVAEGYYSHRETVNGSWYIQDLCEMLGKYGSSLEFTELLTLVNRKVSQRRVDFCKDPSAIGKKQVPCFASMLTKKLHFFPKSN
EWS-Fli block = blocks EWS/Fli oncoprotein-driven transcription. A673 NR0B1-luciferase reporter, viability-normalised. inhibition, % at 12.6 µM. 350,000 tested, 0.67% active. AID 651661;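 active = mean inhibition of at least 50% after viability correction, with every replicate also passing that limit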;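 note: firefly luciferase signal divided by Alamar Blue viability fluorescence both relative to DMSO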
Cneo AK release = causes C. neoformans cell lysis; lysis activity, % at 15 µM; adenylate kinase release luminescence, 4 h; normalised: neutral wells 0, clomiphene wells 100; 360,000 tested, 0.2% active; AID 651654;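 active = mean lysis activity across replicates of at least 80%, whatever share of replicates individually reach that level; inactive = mean lysis activity below 80%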
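Test system: log-phase Cryptococcus neoformans yeast cells. Input: 5 × 10^6 yeast cells/mL. Medium: fresh YPD growth medium. Doses: single dose. Incubation: static 4 h at 37 °C with compound, 1 h detection. Measured by: luminescent adenylate kinase detection reagent. Read-out: signal increase indicating cell lysis. Benchmarks: Clomiphene.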
* marks the source's active call; other numbers are inactive results; . = not tested or not shown; & = joins results of further samples; [ ] = dose if it differs, or a comment.

compound,FN deposit inh,miR122 inh,PAX8 inh HTS,PGC1a acetyl inh,LGR2 antag,Casp6 inh,EWS-Fli block,Cneo AK release
C[C@@H]1CN([C@@H](C)CO)C(=O)c2cc(C#CC3(O)CCCC3)cnc2O[C@@H]1CN(C)C(=O)Cc1ccncc1,.,-2[16.7 µM],.,2,11,1,-1,7
COc1ccc(S(=O)(=O)Nc2ccc3c(c2)C(=O)N([C@H](C)CO)C[C@@H](C)[C@@H](CN(C)Cc2ccc(C(F)(F)F)cc2)O3)cc1,.,-3[16.7 µM],.,-4,12,1,17,-3
COC(=O)c1ccccc1NC(=O)NN1CCN(C)CC1,0,.,-7,.,7,0,-8,0
CCC(C)NC(=O)CN1c2cccc3cccc(c23)S1(=O)=O (configuration not stated),-4,-3,10,4,-2,2,-2,1
CCCn1c(NC(=O)c2ccco2)nc2ccccc21,.,41,.,4,6,.,.,6
Cc1ccc(-c2cc(C(=O)Nc3ccc(S(=O)(=O)Nc4onc(C)c4C)cc3)c3ccccc3n2)cc1,10,.,9,.,-17,19,-5,.
Cc1ccc(S(=O)(=O)Nc2ccc3c(c2)C(=O)N([C@H](C)CO)C[C@@H](C)[C@@H](CN(C)S(=O)(=O)c2ccc(Cl)cc2)O3)cc1,.,.,-2,11,-9,1,-2,.
CC1=NN(c2ccccc2)C(=O)/C1=C\C=C\c1ccccc1,-6,-8,-16,-23,28,-5,64*,2
CCOC(=O)NC(=O)CSc1ccc(S(=O)(=O)N2CCCCC2)cn1,2,-6,2,-1,5,2,1,0
CC(C)NC(=O)Nc1ccc2c(c1)C(=O)N([C@H](C)CO)C[C@@H](C)[C@@H](CN(C)C(=O)NC(C)C)OCCCC[C@@H](C)O2,2,-2[16.7 µM],2,9,13,-4,.,0
CCN1CCN(C(C)C(=O)Nc2c(C)n(C)n(-c3ccccc3)c2=O)CC1 (configuration not stated),3,-3,.,-8,.,.,.,0
COc1ccc(-c2csc3ncnc(N4CCN(c5ccccc5Cl)CC4)c23)cc1,-1,3,17,.,5,-2,12,4
Cc1ccc(CN2CCC(Oc3cccc(C(=O)NCc4cccnc4)c3)CC2)o1,-2,-3,5,0,6,-6,6,1
CN1CCN(C(=O)C2=C[C@@H](C3CCCCC3)C[C@@H](OCc3ccc(CO)cc3)O2)CC1,5,1,1&16,6&20,-16,-3&3,3&5,5&52
O=c1oc2ccccc2n1Cc1ccccc1Cl,.,0,-13,-25,-10,1,3,0
Cc1ccc(NC(=O)C2CCCCC2C(=O)O)cc1C (configuration not stated),2,.,-26,5,.,-1,-1,0
S=C(NCc1cccc(Cl)c1)NCc1ccco1,6,.,-2,.,-10,1,.,0
O=C(Cc1ccccn1)N1CC(=O)N2[C@H](CO)[C@@H](c3ccc(-c4ccc(F)cc4)cc3)[C@@H]2C1,.,.,0,9,-5,1,-2,.
CC(=O)N(C)C[C@H]1Oc2cc(C3=CCCCC3)ccc2S(=O)(=O)N([C@@H](C)CO)C[C@@H]1C,.,2[16.7 µM],.,-16,4,.,-11,.
O=C(NCc1ccccc1)NC1(C(=O)N2CCN(c3ccccc3)CC2)CCCCC1,11,-3,5,-5,.,.,.,0
CCCCn1c(=O)c2c(O)cc(=O)oc2c2ccccc21,-14,2,.,-7,.,.,.,-1
CCc1cccc(NS(=O)(=O)c2ccc3c(c2)CCC(=O)N3)c1,-13,16,-11,-3,-4,2,2,.
O=C(NCc1cccc(C(F)(F)F)c1)c1ccc2c(c1)OCO2,-1,.,-21,.,-1,2,-20,2
COCCNC(=S)N/N=C(\C)c1ccccc1F,6,.,-4,-10,-10,2,14,.
CCCCCCCCCc1conc1C(=O)/C=C/c1ccco1,-5,.,-36,.,.,67*,-5,.

An excerpt from above in order of formula weight, falling.
compound,FN deposit inh,miR122 inh,PAX8 inh HTS,PGC1a acetyl inh,LGR2 antag,Casp6 inh,EWS-Fli block,Cneo AK release
CCN1CCN(C(C)C(=O)Nc2c(C)n(C)n(-c3ccccc3)c2=O)CC1 (configuration not stated),3,-3,.,-8,.,.,.,0
COC(=O)c1ccccc1NC(=O)NN1CCN(C)CC1,0,.,-7,.,7,0,-8,0
CC1=NN(c2ccccc2)C(=O)/C1=C\C=C\c1ccccc1,-6,-8,-16,-23,28,-5,64*,2

Continued.
compound,FN deposit inh,miR122 inh,PAX8 inh HTS,PGC1a acetyl inh,LGR2 antag,Casp6 inh,EWS-Fli block,Cneo AK release
O=C(Nc1nc2ccccc2s1)c1ccc(N2CCCCC2)c([N+](=O)[O-])c1,-5,.,-77,.,.,-2,-19,.
Cc1ccc2oc(=O)n(CC(=O)OC(C)C)c2c1,.,-4,.,2,4,.,.,-1
CCN(CC)S(=O)(=O)c1cccc(NC2=NCC(C)S2)c1 (configuration not stated),0,4,12,-12,-10,-2,-10,-1
CC(C)C(OC(=O)c1cccs1)C(=O)NCc1cccs1 (configuration not stated),-2,1,-6,-14,.,.,.,.
Cc1ccccc1S(=O)(=O)N1CC(=O)N2[C@H](C1)[C@H](c1ccc(C#CC3CC3)cc1)[C@@H]2CO,.,.,33,4,11,2,5,.
C[C@@H]1CN([C@@H](C)CO)C(=O)c2cc(NC(=O)Nc3ccc(C(F)(F)F)cc3)ccc2O[C@@H](C)CCCCO[C@H]1CN(C)Cc1ccccc1,10,-1[16.7 µM],66*,-26,0,-2,22,2
Cc1cc2cc(CNC(=O)C3CC3)ccc2n1C,-3,-3,.,7,.,.,.,3
CO[C@@H]1CN(C)C(=O)c2cc(NS(=O)(=O)c3cn(C)cn3)ccc2OC[C@@H](C)N(C)C[C@@H]1C,-1,-11[16.7 µM],1,4,-2,.,0,0
COC(=O)C[C@@H]1C[C@@H]2c3cc(NC(=O)Cc4ccncc4)ccc3O[C@@H]2[C@@H](CO)O1,0&-4,-1,0,-8,2,0,-1,2
CCN(CC)CCNC(=O)Cc1nn(CC)c(=O)c2ccccc12,.,1,.,8,-4,-4,-5,0
CC(C)NC(=O)N(C)C[C@H]1Oc2ncc(C#Cc3ccncc3)cc2C(=O)N([C@H](C)CO)C[C@H]1C,-8,-7[16.7 µM],.,-17,-6,1,-19,0
O=C(Nc1nc2ccc(F)cc2s1)C1CC(=O)N(c2ccc3c(c2)OCCO3)C1 (configuration not stated),-7,.,-14,2,22,6,-5,3
O=C(Cc1coc2cc3c(cc12)CCC3)OCC(=O)N1CCCC1=O,-2,-1,-7,14,2,.,32,.
O=C(CSc1nnc(-c2cccnc2)n1Cc1ccco1)c1ccc(Br)cc1,15,-1,.,-4,.,.,.,-2
COc1ccc(-c2cnc3c(c2)C(=O)N([C@H](C)CO)C[C@@H](C)[C@@H](CN(C)Cc2ccccc2)O3)cc1,0,-3[16.7 µM],.,6,15,0,-8,-2
Cc1ccc2c(CC(=O)NC3CCS(=O)(=O)C3)coc2c1C (configuration not stated),9,-1,13,8,-10,-5,.,-4
O=C(NNS(=O)(=O)c1ccc(F)cc1F)c1csc(-c2cccnc2)n1,-1,.,10,-2,.,6,-2,0
Cn1nnnc1SCc1nc2ccccc2[nH]1,.,-3,.,-11,-23,.,.,-1
COc1cccc(OC)c1C(=O)NCCc1ccccc1,6,.,2,.,-1,12,7,.
C[C@H](CO)N1C[C@H](C)[C@H](CN(C)S(=O)(=O)c2cn(C)cn2)OCCCC[C@H](C)Oc2ccc(NC(=O)C3CCCCC3)cc2C1=O,.,17[16.7 µM],1,.,-3,1,-6,59
COc1cccc(/C=N/NC(=O)C(=O)N/N=C/c2cccc(OC)c2O)c1O,0,1,6,-9,15,13,11,.
CCN(CC)S(=O)(=O)c1ccc(C(=O)NCC2(N3CCOCC3)CCCCC2)cc1,-6,-3,0,-1,8,1,-5,-1
COc1ccc(NC(=O)N(C)C[C@H]2Oc3ncc(-c4cccnc4)cc3C(=O)N([C@H](C)CO)C[C@@H]2C)cc1,.,-8[16.7 µM],-4,18,-13,-4,0,-7
COC(=O)c1c2oc(c1C(=O)OC)C(=O)N[C@H](Cc1ccccc1)Cn1cc(nn1)[C@@H](Cc1ccccc1)NC(=O)N[C@@H](CO)CC2,.,.,-6,.,.,-2,-12,-2
O=C(c1ccc2c(c1)OCO2)N1CC(=O)N2[C@@H](CO)[C@@H](c3ccc(C#CCC4CCCC4)cc3)[C@@H]2C1,.,.,23,-8,5,-1,2,.

Record cards (already shown). Order of values: FN deposit inh	miR122 inh	PAX8 inh HTS	PGC1a acetyl inh	LGR2 antag	Casp6 inh	EWS-Fli block	Cneo AK release
Entry for CC(=O)N(C)C[C@H]1Oc2cc(C3=CCCCC3)ccc2S(=O)(=O)N([C@@H](C)CO)C[C@@H]1C : .	2[16.7 µM]	.	-16	4	.	-11	.
Entry for O=C(Cc1ccccn1)N1CC(=O)N2[C@H](CO)[C@@H](c3ccc(-c4ccc(F)cc4)cc3)[C@@H]2C1 : .	.	0	9	-5	1	-2	.
Entry for Cc1ccc(CN2CCC(Oc3cccc(C(=O)NCc4cccnc4)c3)CC2)o1 : -2	-3	5	0	6	-6	6	1
Entry for CN1CCN(C(=O)C2=C[C@@H](C3CCCCC3)C[C@@H](OCc3ccc(CO)cc3)O2)CC1 : 5	1	1&16	6&20	-16	-3&3	3&5	5&52

Additional entries
Below each compound: FN deposit inh | miR122 inh | PAX8 inh HTS | PGC1a acetyl inh | LGR2 antag | Casp6 inh | EWS-Fli block | Cneo AK release
> CCCn1ncc(CN2CCC(N3CCC(C(=O)N4CCOCC4)CC3)CC2)c1C
  29 | 4 | -14 | 0 | -14 | 1 | -2 | -3
> Cc1ccc(C)c(N(C)C(=O)CCS(=O)(=O)c2cccc3nonc23)c1
  6 | 10 | -2 | 4 | 1 | -2 | 2 | -1
> Cc1ccc(NC(=O)CCCc2nc3ccccc3s2)c(O)c1
  3 | -4 | 21 | -1 | . | 1 | 22 | 5
> Cc1ccc(C(C)C)c(OCC(=O)NNC(=O)Cc2ccc(S(=O)(=O)N3CCOCC3)s2)c1
  1 | . | . | 4 | 34 | 0 | 3 | 8
> C[C@H](CO)N1C[C@H](C)[C@H](CN(C)S(=O)(=O)c2cccs2)Oc2ncc(C#CCN(C)C)cc2C1=O
  6 | -3[16.7 µM] | . | -22 | -2 | -10 | -11 | -1
> COc1ccccc1Oc1ccnc2cc(Cl)ccc12
  2 | . | 13 | . | 5 | 5 | 3 | 2
> CCN(CC(=O)NCc1cccs1)C(=O)c1cccc(S(=O)(=O)N2CC(C)OC(C)C2)c1 (configuration not stated)
  -1 | . | 0 | . | 11 | 0 | 0 | -2
> CCOC(=O)c1c(C)[nH]c(C)c1S(=O)(=O)N(C)CC(=O)NCc1cccc(Br)c1
  -4 | . | -4 | 4 | 9 | 4 | . | -14
> COc1ccc(NC(=O)CSCC(=O)N2CCCc3ccccc32)cc1
  13 | . | 16 | -8 | -1 | 2 | 2 | -3
> COc1ccc(CCNC(=O)c2cc(=O)c3cc(C)ccc3o2)cc1
  -2 | -7 | 3 | -16 | 2 | 1 | 6 | 2
